Statin myotox sup: protects C2C12 myotubes from simvastatin toxicity. ATP luminescence, 48 h; scaled: DMSO 0, geranylgeraniol control 100. rescue of ATP level, % at 7.49 µM. 330,000 compounds, 0.78% hits. AID 602340;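 active = mean ATP rescue above about 67%, or every replicate alone reaching that limit, limit read from the data, passing the limit was not always enough; inconclusive = no clear call, values can overlap the other calls; inactive = mean under the limit and some replicate under it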;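 note: myotubes were challenged with 10 µM simvastatin during compound exposure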
SIRT5 inh: sirtuin-5 (human) deacylase inhibition; Purified SirT5, succinyl-peptide AMC, trypsin-coupled fluorescence; 330,000 compounds, 1.1% hits; Q9NXA8; inhibition, % at 15 µM; in the data active = inhibition above about 15%; inconclusive = no clear call, values can overlap the other calls
ERp5 block: inhibitors of human ERp5 | inhibition, % at 9.99 µM | ERp5 insulin aggregation, absorbance 650 nm, 90 min | 350,000 compounds, 0.05% hits | AID 651711;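 active = mean replicate inhibition above about 25%, with every replicate also reaching it, limit read from the data, passing the limit was not always enough; inconclusive = only one of those two criteria met; inactive = neither criterion met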
Target sequence (Q15084 whole entry, looked up): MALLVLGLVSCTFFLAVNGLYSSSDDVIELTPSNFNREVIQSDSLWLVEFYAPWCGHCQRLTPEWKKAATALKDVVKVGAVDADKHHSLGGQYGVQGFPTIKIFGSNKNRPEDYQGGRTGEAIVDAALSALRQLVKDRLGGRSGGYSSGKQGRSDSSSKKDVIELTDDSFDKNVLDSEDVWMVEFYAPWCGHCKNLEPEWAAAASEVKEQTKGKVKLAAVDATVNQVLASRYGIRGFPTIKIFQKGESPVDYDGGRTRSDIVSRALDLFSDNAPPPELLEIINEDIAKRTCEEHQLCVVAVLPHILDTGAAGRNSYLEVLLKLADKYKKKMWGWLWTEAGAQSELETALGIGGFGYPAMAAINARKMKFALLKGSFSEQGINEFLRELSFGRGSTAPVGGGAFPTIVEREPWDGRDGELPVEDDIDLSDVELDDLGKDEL
S100A4 inh HTS: blocks human S100A4 binding to myosin IIA peptide; 360,000 compounds, 0.14% hits; P26447; S100A4/TAMRA-MyoIIA peptide fluorescence polarization; inhibition, % at 10.7 µM;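 active = mean inhibition of at least 70% across replicates, with every replicate also reaching that level; inconclusive = mean inhibition reaches 70% but some replicates fall short; inactive = mean inhibition below 70%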
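Material: S100A4 monomer protein / Buffer or medium: 50 mM HEPES pH 7.2, 10 mM CaCl2, 100 mM KCl / Times: 5 min incubation before reading / Benchmarks: neutral control DMSO, positive control TFP / Reagent: labelled myosin peptide probe, 5 nM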
E-selectin induc: induces E-selectin expression in human endothelial cells | 260,000 compounds, 0.37% hits | AID 686992 | activation, % at 7.58 µM | HUVEC E-selectin immunofluorescence imaging; normalized: neutral wells 0, TNF-alpha wells 100 | P16581;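 active = mean E-selectin-positive cell signal at least 10% of the positive control, reached in at least 60% of replicates, without over 20% cell loss; inconclusive = no rule given, readout overlaps actives, possibly toxicity-flagged; inactive = the rest, including those meeting only one limit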;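 note: in these data hits start at about 27%; measured in HUVEC primary endothelial cells; signal is the percent of cells scored E-selectin positive by PE staining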
Target sequence (P16581 whole entry, looked up): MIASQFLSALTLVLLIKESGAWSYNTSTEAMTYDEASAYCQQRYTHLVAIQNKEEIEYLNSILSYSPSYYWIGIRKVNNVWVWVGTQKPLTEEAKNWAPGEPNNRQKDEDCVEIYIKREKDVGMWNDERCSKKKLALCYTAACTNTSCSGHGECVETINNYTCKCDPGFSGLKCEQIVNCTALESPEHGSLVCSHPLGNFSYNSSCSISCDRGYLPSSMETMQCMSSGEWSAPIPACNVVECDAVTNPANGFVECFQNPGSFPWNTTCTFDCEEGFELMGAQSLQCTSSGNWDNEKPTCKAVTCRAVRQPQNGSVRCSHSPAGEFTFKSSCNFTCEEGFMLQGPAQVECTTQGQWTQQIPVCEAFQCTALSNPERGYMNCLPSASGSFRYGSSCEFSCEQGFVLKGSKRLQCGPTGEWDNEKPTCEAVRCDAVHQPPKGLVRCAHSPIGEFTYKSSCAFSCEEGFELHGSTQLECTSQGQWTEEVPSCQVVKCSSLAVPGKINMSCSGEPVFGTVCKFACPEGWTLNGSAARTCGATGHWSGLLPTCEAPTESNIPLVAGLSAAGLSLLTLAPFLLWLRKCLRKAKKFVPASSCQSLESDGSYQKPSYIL
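Read-out basis: % PE-positive cells; Test system: HUVEC primary endothelial cells; Technique: immunofluorescence imaging; Dosing: single-point compound dose.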
DENV2 CPE rescue: inhibitors of DENV2 cytopathic effect | DENV2-infected cells, cytopathic effect rescue, plate reader | CPE inhibition, % at 9.99 µM | 350,000 compounds, 1.7% hits; in the data active = CPE inhibition above about 20%, passing the limit was not always enough; inconclusive = no clear call, values can overlap the other calls; tested in BHK-21 cells;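 note: 0% = median of neutral control wells and 100% = median of positive control wells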
PglD inh: inhibitors of Campylobacter jejuni PglD acetyltransferase; purified PglD enzyme, DTNB colorimetric CoA detection; inhibition, % at 12.5 µM; 360,000 compounds, 0.098% hits; AID 602405; in the data active = inhibition above about 16%, passing the limit was not always enough; inconclusive = no clear call, values can overlap the other calls; note: strong numbers were not always called active
Active calls of the source: *; ? = inconclusive; . = no result given; & = joins results of further samples. Some of the compounds tested; the hit share may differ from the screen's.

SMILES	Statin myotox sup	SIRT5 inh	ERp5 block	S100A4 inh HTS	E-selectin induc	DENV2 CPE rescue	PglD inh
CCc1cc(=O)oc2c(C)c(OCC(=O)NCCCN3CCOCC3)ccc12	15	-2	2	-4	.	-2	6
COc1ccccc1CNC(=O)Nc1nc(C(N)Cc2ccc(Cl)cc2)cs1 (stereo not drawn)	-9	.	5	-2	-0.1	13	-4
O=C(CCC(=O)c1cccs1)NCCc1ccc(F)cc1	10	1	-6	-4	-0.9	15	1
CCC(=O)NCCNc1nc2cc(C)cc(C)c2cc1C#N	.	-8	-5	-3	1.1	.	.
COc1ccc(C)cc1NC(=O)CCc1c(C)nn(-c2ccc(N3CCCCC3)nn2)c1C	-6	4	4	-1	.	1	-2
C[C@@H]1CN([C@H](C)CO)S(=O)(=O)c2ccc(/C=C/c3ccccc3)cc2O[C@@H]1CN(C)C(=O)c1ccccc1	-20	-1	8	11	-0.1	?	5
CC(=O)Nc1ccc(NC(=O)C(C)OC(=O)/C=C/c2ccc3c(c2)OCO3)cc1 (stereo not drawn)	6	-4	1	2	0.5	-7	6
Nc1nnc(CC(=O)N/N=C\c2cc([N+](=O)[O-])ccc2O)s1	.	3	4	7	.	4	.
CCOC(=O)C1(CCc2ccccc2)CCN(C(=O)CCc2cnccn2)CC1	12	-1	-7	3	0.9	-4	5
CCCC#Cc1ccc([C@H]2[C@H]3CN(CC4CC4)CCCCN3[C@H]2CO)cc1	.	-6	11	0	-0.3	-9	4
COc1ccc(C#Cc2ccc([C@H]3[C@@H](CO)N4CCCCN(C(=O)Nc5cccc(F)c5)C[C@H]34)cc2)cc1	-5	.	.	.	-0.4	.	-5
COc1ccc(NC(=O)c2ccc(CN3CCc4ccccc4C3)cc2)c(OC)c1	6	-2	-2	2	0.1	-1	-4
O=C(/C=C/c1ccco1)N/C(=C\c1ccccc1)C(=O)NCCc1nc2ccccc2[nH]1	.	-11	-1	0	-2.5	1	.
C[C@H](CO)N1C[C@H](C)[C@H](CN(C)Cc2cccc(C(F)(F)F)c2)Oc2ncc(C#Cc3ccc(F)cc3)cc2C1=O	.	2	-6	18	-0.1	20	.
Cc1ccc(N2C(=O)c3cccc([N+](=O)[O-])c3C2=O)cc1C	6	-2	3	1	5.9	3	4
CN(CC(O)COC(c1ccccc1)c1ccccc1)C1CCCCC1 (stereo not drawn)	.	1	-2	-7	.	-2	.
CC(=O)Nc1ccc(NC(=O)C(C)OC(=O)C2CCC2)cc1 (stereo not drawn)	4	0	0	-1	0.0	?	1
Cc1cc2c(c(=O)n1CCN(C)C)C(c1ccc(Br)cc1)C(C#N)=C(N)O2 (stereo not drawn)	-11	-2	-3	0	.	.	4
COc1ccccc1NC(=S)N1CCN(Cc2ccccc2)CC1	.	0	-1	2	0.0	18	.
COCC(=O)N1C[C@@H]2[C@H](c3ccccc31)[C@@H](CO)N2C(=O)Nc1ccccc1Cl	16	0	-3	-3	0.4	1	-2
C[C@@H]1CN([C@@H](C)CO)C(=O)Cc2cc(NC(=O)NC3CCCCC3)ccc2O[C@H]1CN(C)C(=O)Nc1ccc(F)cc1	6	0	0	0	-0.1	17	1
CCOc1cc(/C=N/Nc2nnc(C)n2N)ccc1O	-1	4	2	1	0.0	-10	-2
CCOc1ccccc1C(=O)NC(C(=O)OCn1nnc2ccccc2c1=O)C(C)C (stereo not drawn)	4	-1	4	1	-0.5	19	-3
CCOC(=O)C1(C)CCN1C(=O)c1ccc(Cl)cc1Cl (stereo not drawn)	3	1	3	-2	-0.1	-4	-1
N=C1SCC(=O)N1c1ncc(Cc2ccc(F)cc2)s1	52	0	-9	-2	.	-6	-1
CCn1c(C)nnc1SCC(=O)Nc1nccs1	-2	0	-1	0	0.0	-2	.
Cc1ccccc1CN1CCN(Cc2cc3ccccc3o2)CC1CCO (stereo not drawn)	11	-1	-5	1	.	-1	-9
COc1ccc(NC(=O)Nc2ccc3c(c2)CC(=O)N([C@H](C)CO)C[C@@H](C)[C@H](CN(C)C(=O)Nc2ccc4c(c2)OCO4)O3)cc1	14	1	-2	2	-0.1	-1	-1
CCN(CC(=O)NC1CCS(=O)(=O)C1)c1ccc(S(=O)(=O)N(CC)CC)cc1[N+](=O)[O-] (stereo not drawn)	-4	-3	-1	1	.	-3	3
Cc1ccc(C(CC(=O)O)NC(=O)c2ccc(S(=O)(=O)N3CC(C)OC(C)C3)cc2)cc1 (stereo not drawn)	-11	-6	-1	-1	-0.5	8	10
S=c1[nH]nc(-c2ccccc2)n1/N=C/c1cccc(Cl)c1	8	-4	1	8	.	-3	5
Cc1occc1C(=O)NNC(=S)Nc1ccccc1C(F)(F)F	.	-1	2	3	.	-5	2
CCNC(=O)[C@@H]1[C@@H](CO)[C@@H]2Cn3c(cccc3=O)[C@H]1N2Cc1cc(F)ccc1F	.	2	0	1	-0.4	12	.
CC(C)N(C(=O)CSc1nnc(Cc2csc(Nc3ccccc3)n2)o1)C(C)C	0	6	0	-1	3.3	-4	2
CCCC#Cc1ccc([C@@H]2[C@@H](C#N)N(C(=O)C3CCCCC3)[C@H]2CO)cc1	18	4	-9	-13	-0.2	-15	1
CO[C@H]1CN(C)C(=O)c2ccc(NC(=O)c3ccc4c(c3)OCO4)cc2OC[C@H](C)N(CCC(F)(F)F)C[C@H]1C	-2	3	4	-1	0.0	5	1
CCCC#Cc1ccc2c(c1)O[C@@H](CN(C)Cc1ccc3c(c1)OCO3)[C@H](C)CN([C@H](C)CO)S2(=O)=O	-53	4	-2	7	-0.2	1	5
O=C1CCc2ccccc2N1Cc1ccccc1	11	0	-3	-5	-0.1	0	-2
CC(C)C#Cc1cnc2c(c1)C(=O)N([C@H](C)CO)C[C@H](C)[C@H](CN(C)C(=O)c1ccc3c(c1)OCO3)O2	6	-1	4	5	-0.2	?	0
COc1ccc([N+](=O)[O-])cc1NC(=O)C(C)OC(=O)c1cccnc1Cl (stereo not drawn)	.	-3	-12	5	.	10	.
O=C(O)CCn1cc(/C=C\C(=O)c2ccc(Cl)cc2)c(-c2cccc(Br)c2)n1	14	.	.	.	-0.2	.	4
COc1ccc(Cl)cc1NS(=O)(=O)c1cc(Br)cnc1N	6	-1	7	-3	.	0	1
Cc1ccc(S(=O)(=O)N(C)C[C@@H]2Oc3c(NS(=O)(=O)c4ccccc4)cccc3C(=O)N([C@H](C)CO)C[C@H]2C)cc1	.	-3	-13	9	0.0	3	2
CCOC(=O)CC(NC(=O)CCc1c(C)nc2ncnn2c1C)c1ccc(C)cc1 (stereo not drawn)	.	0	5	-12	.	-5	.
C[C@@H]1CN([C@H](C)CO)C(=O)c2cc(C3=CCCC3)cnc2O[C@H]1CN(C)C(=O)c1ccncc1	-1	5	1	9	0.0	-6	0
CC(=O)Nc1cc(-c2cccc(C)c2)cn2c(-c3ccc(S(C)(=O)=O)cc3)cnc12	-11	-3	0	-2	-0.1	?	1
CC1(C)CC(=O)C2=C(C1)OC(N)=C(C#N)C2c1ccc2c(c1)OCO2 (stereo not drawn)	-2	9	1	-1	.	3	5
COc1ccc(NC(=O)CN(C)C(=O)CNC(=O)c2ccc3ccccc3c2)cc1	8	-3	1	0	-0.2	-6	-5
O=C(C[C@H]1CC[C@H](NC(=O)c2cccc(F)c2)[C@@H](CO)O1)NCc1ccccc1	7	4	0	3	-0.1	2	-4
CN1CCN(c2ccc(S(=O)(=O)Nc3ccccc3)cc2[N+](=O)[O-])CC1	.	-7	-7	0	-0.1	12	.

Another view of part of the listing above.
SMILES,Statin myotox sup,SIRT5 inh,ERp5 block,S100A4 inh HTS,E-selectin induc,DENV2 CPE rescue,PglD inh
C[C@@H]1CN([C@H](C)CO)C(=O)c2cc(C3=CCCC3)cnc2O[C@H]1CN(C)C(=O)c1ccncc1,-1,5,1,9,0.0,-6,0
O=C(C[C@H]1CC[C@H](NC(=O)c2cccc(F)c2)[C@@H](CO)O1)NCc1ccccc1,7,4,0,3,-0.1,2,-4
CC(=O)Nc1cc(-c2cccc(C)c2)cn2c(-c3ccc(S(C)(=O)=O)cc3)cnc12,-11,-3,0,-2,-0.1,?,1

Carrying on.
SMILES	Statin myotox sup	SIRT5 inh	ERp5 block	S100A4 inh HTS	E-selectin induc	DENV2 CPE rescue	PglD inh
CC1(c2nnc(Cc3ccccc3)o2)CC(c2cccc([N+](=O)[O-])c2)=NO1 (stereo not drawn)	5	.	-1	0	-0.2	.	3
CCN(c1ccccc1C)S(=O)(=O)c1cc2c3c(c1)CCN3C(=O)CC2	0	-1	-3	-4	-0.1	3	3
COCCNC(=O)C[C@@H]1C[C@H]2c3cc(NC(=O)CC4CC4)ccc3O[C@H]2[C@H](CO)O1	8	-20	-10	7	-0.3	0	1
C[C@H]1CN([C@@H](C)CO)S(=O)(=O)c2ccc(Br)cc2O[C@H]1CN(C)C(=O)Cc1ccccc1	6&3	-6&-1	6&10	-7&6	0.0&0.0	9&7	2
CC1CCCC(C)N1C(=O)c1ccccc1 (stereo not drawn)	.	.	-2	-6	-0.2	19	.
C[C@H](CO)N1C[C@H](C)[C@@H](CN(C)C(=O)Nc2ccc(F)cc2)Oc2ccc(NC(=O)Cc3ccccc3)cc2CC1=O	5	1	13	9	-3.3	14	5
C[C@H](CO)N1C[C@H](C)[C@H](CN(C)C(=O)Cc2cccnc2)Oc2ncc(-c3cccnc3)cc2C1=O	-3	0	0	14	0.7	-4	-3
CO[C@H]1CN(C)C(=O)c2ccc(NC(=O)C3CCCC3)cc2OC[C@H](C)N(S(C)(=O)=O)C[C@H]1C	-1	3	0	6	0.1	-3	0
CC(C)Cn1cc(C(=O)NCCCN2CCC(C)CC2)c2c3ccccc3n(C)c2c1=O	-3	-3	2	2	-0.5	0	3
O=C(O)c1cn(Cc2ccccc2)nc1-c1cccnc1	.	-2	0	-7	.	-2	.
CCCc1cn(CC[C@H]2CC[C@@H](NC(=O)Cc3cccnc3)[C@@H](CO)O2)nn1	3	2	1	34	-0.2	2	-1
N#C[C@H]1[C@H](c2ccccc2C2=CCCCC2)[C@H](CO)N1C(=O)c1cccc(F)c1	.	-1	2	4	0.0	2	.
CCN(c1ccccc1)S(=O)(=O)c1ccc(C(=O)Nc2cccc(C)n2)cc1	-11	-2	11	-1	-0.3	-7	3
C[C@H](CO)N1C[C@H](C)[C@H](CN(C)S(=O)(=O)c2cn(C)cn2)Oc2ccc(NC(=O)Nc3ccc(C(F)(F)F)cc3)cc2C1=O	-23	12	-2	17	.	11	-1
CCC(=O)Nc1ccc2c(c1)OC[C@H](C)N(Cc1cccnc1)C[C@H](C)[C@@H](OC)CN(C)C2=O	.	1	.	2	0.3	-12	.
COCCn1c(SCC(=O)N2CCC(C)CC2)nc2c(c1=O)SCC2	-7	25*	2	10	1.0	2	-1
S=C(NCc1ccco1)NC1CCCc2ccccc21 (stereo not drawn)	.	0	-2	-11	-0.1	-3	.
COc1ccc(NC(=O)CC2C(=O)N(c3cccc(OC)c3)C(=O)N2Cc2ccco2)cc1 (stereo not drawn)	-6	1	-3	2	-1.6	-14	4
C[C@@H]1CN([C@H](C)CO)C(=O)c2cccc(NC(=O)c3nc4ccccc4s3)c2O[C@H]1CN(C)Cc1ccc(-c2ccccc2)cc1	.	1	-2	-62	-0.5	-6	-4
CCC(=O)Nc1ccc(N2CCOCC2)c(S(=O)(=O)Nc2ccc(OC)cc2)c1	.	.	4	-25	3.9	-4	.

Random excerpt: two compounds from above, in no set order.
SMILES	Statin myotox sup	SIRT5 inh	ERp5 block	S100A4 inh HTS	E-selectin induc	DENV2 CPE rescue	PglD inh
Nc1nnc(CC(=O)N/N=C\c2cc([N+](=O)[O-])ccc2O)s1	.	3	4	7	.	4	.
CCC(=O)Nc1ccc(N2CCOCC2)c(S(=O)(=O)Nc2ccc(OC)cc2)c1	.	.	4	-25	3.9	-4	.

Screening results (PubChem BioAssay)
